PABP1 MLLE inh: inhibitors of PABP1 MLLE–PAM2 peptide binding, primary screen, biochemical, fluorescence polarization, FITC-PAM2, GST-MLLE | 360,000 compounds, 0.36% hits | inhibition, % at 20 µM | Polyadenylate-binding protein 1 (Homo sapiens), P11940; in the data active means inhibition above about 35%, passing the limit was not always enough;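 further: plate controls were DMSO wells with GST-MLLE for no effect and wells lacking GST-MLLE protein for full effect; some results filed as inactive read as strong as hits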
SKN-1 block: suppressors of acrylamide-induced Pgst-4::GFP reporter in worms, primary screen, SKN-1 inhibitor project, whole organism, uHTS, GFP/RFP fluorescence ratio, strain VP596; C. elegans VP596 Pgst-4::GFP/RFP ratio, 24 h; inhibition, % at 21.8 µM; 360,000 compounds, 0.49% hits;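 active means interference check ratio from 0.5 to 1.5 plus GFP to RFP signal ratio inhibition reaching or exceeding a fixed threshold, cut at about 30% in these data, passing the limit was not always enough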; further: some compounds called inactive have numbers as strong as hits
CendR NRP1 mod: modulators of CendR peptide binding to NRP-1, primary screen, biochemical, fluorescence polarization, uHTS | Neuropilin-1 (Homo sapiens), O14786 | FAM-RPARPAR peptide binding to NRP-1 | inhibition, % at 25 µM | 360,000 compounds, 0.85% hits | AID 602438, 2012;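 active means inhibition or corrected inhibition above about 18%, plus a signal ratio from 0.5 to 1.5, limit read from the data, passing the limit was not always enough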; further: strong numbers were not always called active
Neddyl block: inhibitors of cullin neddylation, primary screen, biochemical, TR-FRET, uHTS, NAE and Ubc12 | calls only at 25 µM | NEDD8-conjugating enzyme Ubc12 (Homo sapiens) + NEDD8-activating enzyme E1 regulatory … | 360,000 compounds, 0.58% hits; in the data active means inhibition above about 36%
MsrA act: bovine MsrA enzyme activators, primary screen, biochemical, absorbance, HTS; purified bovine MsrA, absorbance read-out; activation, % at 10.6 µM; 360,000 compounds, 0.3% hits; in the data active means activation above about 7.5%;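 further: 0% = vehicle and 100% = reference activator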
E coli Lon inh: inhibitors of E. coli Lon protease, primary screen, biochemical, fluorescence polarization. purified E. coli Lon protease. inhibition, % at 7.94 µM. P0A9M0. 360,000 compounds, 0.42% hits. AID 602123, 2011; in the data active means inhibition above about 13%, passing the limit was not always enough;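 further: 0% = enzyme with probe and DMSO and 100% = no enzyme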
Target sequence (P0A9M0 whole entry, looked up): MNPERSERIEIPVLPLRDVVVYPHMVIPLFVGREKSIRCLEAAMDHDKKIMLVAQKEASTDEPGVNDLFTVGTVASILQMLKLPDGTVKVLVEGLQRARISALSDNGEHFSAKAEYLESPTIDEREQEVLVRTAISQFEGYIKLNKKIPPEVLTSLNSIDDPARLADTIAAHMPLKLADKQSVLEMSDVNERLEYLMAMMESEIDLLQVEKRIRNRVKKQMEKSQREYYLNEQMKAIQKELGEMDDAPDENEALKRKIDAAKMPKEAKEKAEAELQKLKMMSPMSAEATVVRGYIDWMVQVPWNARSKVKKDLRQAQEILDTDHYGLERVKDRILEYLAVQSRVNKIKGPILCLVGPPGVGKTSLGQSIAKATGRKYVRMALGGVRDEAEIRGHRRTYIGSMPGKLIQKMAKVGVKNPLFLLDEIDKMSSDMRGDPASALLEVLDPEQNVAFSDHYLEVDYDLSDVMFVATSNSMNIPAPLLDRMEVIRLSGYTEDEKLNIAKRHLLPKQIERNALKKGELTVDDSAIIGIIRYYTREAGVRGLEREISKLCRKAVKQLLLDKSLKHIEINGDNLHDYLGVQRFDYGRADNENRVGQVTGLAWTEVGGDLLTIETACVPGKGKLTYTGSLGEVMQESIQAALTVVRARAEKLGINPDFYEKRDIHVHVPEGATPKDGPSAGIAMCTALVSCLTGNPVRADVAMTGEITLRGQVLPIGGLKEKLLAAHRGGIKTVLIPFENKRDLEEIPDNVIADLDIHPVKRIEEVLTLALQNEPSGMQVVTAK
FAS TE block: FAS thioesterase domain inhibitors, primary screen, biochemical, fluorescence intensity, uHTS; 360,000 compounds, 0.67% hits; recombinant FAS-TE, OMFH fluorogenic substrate, fluorescence endpoint; AID 602261, 2012; inhibition, % at 15 µM; Fatty acid synthase (Homo sapiens), P49327;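 active means compounds whose normalised, plate-corrected inhibition of enzyme fluorescence in the single-dose primary screen is 50% or more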;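 further: 0% = DMSO with enzyme and 100% = substrate without enzyme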
MT1-MMP act inh: blockers of MT1-MMP proenzyme processing, primary screen, HT1080 RFP-PRO-GFP cells, GFP/RFP fluorescence; Matrix metalloproteinase-14 (Homo sapiens), P50281; GFP/RFP ratio fluorescence, overnight; percent of plate control window, DMSO zero; GFP/RFP ratio change, % at 20 µM; 360,000 compounds, 0.061% hits;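 active means GFP/RFP ratio change of at least 30% with cell ATP level not reduced by more than half and red fluorescence within 50% of control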; further: strong numbers were not always called active
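Assay system: HT1080 cells carrying an RFP-PRO-GFP reporter | Dosing: Single dose of 20 µM compound, 1% DMSO final | Incubation: Cells overnight before dosing, compound overnight, 37 °C, 5% CO2 | Evaluation: GFP/RFP fluorescence ratio | Control set: DMSO and RFP-L50D-GFP cell wells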
Rin1 Abl inh: inhibitors of Rin1-Abl protein binding, primary screen, biochemical, TR-FRET; Tyrosine-protein kinase ABL1 (Homo sapiens) + Ras and Rab interactor 1 (Homo sapiens), …; inhibition, % at 7.35 µM; 360,000 compounds, 0.4% hits; AID 588664, 2011; in the data active means inhibition above about 5%, passing the limit was not always enough
An asterisk follows results filed as active; i = inactive; x = not tested or not shown.

Under each structure: E coli Lon inh | PABP1 MLLE inh | MT1-MMP act inh | MsrA act | SKN-1 block | Rin1 Abl inh | CendR NRP1 mod | FAS TE block | Neddyl block
1: COc1ccc(C(C)=O)cc1CSCC(=O)O
    2 | -7 | 2 | -2 | -7 | 0 | 13 | 1 | i
2: O=C1CSC(c2cn(-c3ccccc3)nc2-c2ccccc2)N1Cc1ccco1 (centres undefined)
    -1 | 4 | -4 | 1 | 8 | 1 | -1 | 21 | i
3: Cc1cc(C)c(S(=O)(=O)N(C2=NCCS2)S(=O)(=O)c2c(C)cc(C)cc2C)c(C)c1
    -3 | 1 | 1 | -3 | 4 | 1 | 0 | 21 | i
4: c1ccc(-c2nc3ccccc3nc2-c2ccccn2)nc1
    -2 | -1 | -7 | -1 | 10 | 1 | 10 | -7 | i
5: COc1ccc(CC(=O)N/N=C/C=C/c2cccc([N+](=O)[O-])c2)cc1OC
    3 | 8 | -5 | -4 | 5 | -3 | 1 | 4 | i
6: CC(C)c1nc2sc(C(=O)O)c(N)c2c2c1CCCC2
    -5 | 6 | -3 | -3 | 8 | 0 | -7 | 3 | i
7: Cc1cc(=O)oc2cc(OCC(=O)N/N=C/c3ccccc3[N+](=O)[O-])ccc12
    -6 | -10 | -6 | -7 | -1 | 1 | -8 | 16 | i
8: CN(C)CCCNC(=O)c1ccc(-c2cc(O)c3ncccc3c2)cc1
    10 | 1 | 11 | -4 | 1 | 25* | -2 | -6 | i
9: COc1ccc(CC(=O)N2CCN(C(=O)Cc3ccc(OC)cc3)CC2)cc1
    2 | 6 | -5 | -3 | 6 | 2 | -5 | -5 | i
10: CCN(C(=O)COC(=O)c1cc(S(=O)(=O)N(C)C)ccc1Cl)C1CCS(=O)(=O)C1 (centres undefined)
    -8 | -2 | 2 | -3 | 2 | 2 | 0 | -8 | i

Brought forward from above: 2 entries, then new ones.
Under each structure: E coli Lon inh | PABP1 MLLE inh | MT1-MMP act inh | MsrA act | SKN-1 block | Rin1 Abl inh | CendR NRP1 mod | FAS TE block | Neddyl block
9: COc1ccc(CC(=O)N2CCN(C(=O)Cc3ccc(OC)cc3)CC2)cc1
    2 | 6 | -5 | -3 | 6 | 2 | -5 | -5 | i
10: CCN(C(=O)COC(=O)c1cc(S(=O)(=O)N(C)C)ccc1Cl)C1CCS(=O)(=O)C1 (centres undefined)
    -8 | -2 | 2 | -3 | 2 | 2 | 0 | -8 | i
11: COc1ccc(CCNC(=O)COC(=O)c2cc3ccccc3oc2=O)cc1OC
    -5 | 8 | 1 | -2 | -4 | -3 | 5 | -1 | i
12: CCOC(=O)c1ccc[n+](CC(=O)c2ccc(NC(=O)c3ccccc3)cc2)c1
    -26 | -9 | -1 | -1 | 8 | 1 | 2 | -4 | i
13: CCCCN(C(=O)C1CCCC1)C1CCS(=O)(=O)C1 (centres undefined)
    5 | 4 | 12 | -11 | -25 | 4 | 6 | -7 | i
14: Cc1ccc(NC(=O)CN2C(=O)N/C(=C/c3cc(C)n(-c4ccc(C(=O)O)cc4)c3C)C2=O)cc1
    -8 | -6 | -4 | -2 | -15 | 5 | -64 | 2 | i
15: COc1ccc(-c2cc(C)no2)cc1S(=O)(=O)NCc1cccc(C)c1
    3 | -2 | 6 | -3 | 7 | 4 | 36* | 4 | i
16: Cc1cc(C)c(S(=O)(=O)Nc2ccc(O)cc2)cc1C
    -6 | -2 | 0 | -7 | -14 | 0 | -3 | -3 | i
17: O=C1OC2(CCCCC2)OC(=O)C1=CNc1nccs1
    1 | -5 | 9 | -1 | 12 | 1 | -12 | -3 | i
18: COCCCNC(=S)N(Cc1cccnc1)Cc1ccc(OC)c(OC)c1
    4 | -95 | 2 | -4 | 5 | 0 | 18 | -11 | i
19: CSc1nsc(SCC(=O)Nc2c(C)n(C)n(-c3ccccc3)c2=O)n1
    -1 | 29 | -4 | -2 | 12 | -1 | -3 | 1 | i
20: Cc1cc(/C=C2\SC(=O)N(C)C2=O)c(C)n1-c1ccc(O)cc1
    6 | 8 | 0 | -1 | 7 | -5 | -11 | 11 | i
21: O=C(NC1(Cc2ccc(O)cc2)CCCCC1)c1ccccc1
    5 | 6 | -1 | -8 | -14 | 1 | -14 | 6 | i
22: C[C@@H]1CN([C@H](C)CO)S(=O)(=O)c2ccc(C#Cc3ccccc3)cc2O[C@H]1CN(C)C(=O)Nc1ccc2c(c1)OCO2
    3 | 7 | -3 | -10 | -14 | 1 | -15 | 30 | i
23: O=C(O)c1ccc(N/N=C/C2=Cc3ccccc3OC2)cc1
    -8 | -6 | -1 | -8 | -18 | -4 | 3 | 11 | i
24: CC(=O)Nc1cccc(OCC(=O)NS(=O)(=O)c2ccc(Cl)cc2)c1
    10 | -6 | -2 | -3 | 35* | -1 | 2 | -5 | i
25: O=S(=O)(Nc1ccccc1Cl)c1cccc2nsnc12
    0 | -3 | -1 | -10 | -17 | -2 | -8 | 4 | i
26: COc1ccccc1OCC(=O)N/N=C/c1cccc2cccnc12
    -2 | 0 | 3 | -3 | -10 | -5 | 0 | 1 | i
27: CC1C(=O)N(Cc2cn(Cc3ccco3)nn2)CCS(=O)(=O)N1Cc1ccc(-c2ccc(Cl)c(Cl)c2)cc1 (centres undefined)
    3 | -21 | -4 | -6 | -12 | -1 | -19 | 18 | i
28: Cc1cc(=O)oc2c3c(cc(OCC(=O)N[C@@H](Cc4ccccc4)C(=O)O)c12)OC(C)(C)CC3
    0 | -7 | 1 | -7 | 8 | -1 | -17 | 0 | x
29: CC1(C(=O)Nc2nnc(SCc3ccccc3)s2)Cc2ccccc2C(=O)O1 (centres undefined)
    15 | -1 | 3 | -1 | 1 | 1 | -1 | -2 | i
30: COc1ccc(C(=O)NCC2(c3ccccc3)CCOCC2)cc1[N+](=O)[O-]
    -13 | 3 | -1 | -5 | -9 | 0 | -1 | -15 | i
31: Cc1ccc(N=C(NOCc2ccc(Cl)cc2Cl)c2nonc2N)c(C)c1
    2 | -2 | -6 | -3 | 7 | 1 | 0 | 41 | i
32: Cc1ccc2c(c1)N(CC(=O)NC1CCCC1)C(=O)CO2
    1 | 2 | 2 | -1 | 16 | -3 | 12 | -6 | i
33: CC(C)C(OC(=O)c1cccc(S(=O)(=O)NCC(F)(F)F)c1)C(=O)NC(N)=O (centres undefined)
    1 | -31 | -3 | 0 | 9 | 0 | 4 | 0 | i
34: Cn1c2ccccc2c2cnn(CC(=O)Nc3ccccc3Br)c(=O)c21
    -2 | 1 | -1 | -3 | -7 | -3 | -10 | -2 | i
35: CC1CCN(CC(=O)N2c3ccccc3CCc3ccccc32)CC1
    9 | -4 | 4 | -5 | -13 | -3 | -4 | -4 | i
36: O=C(Nc1nnc(-c2ccccc2F)s1)Nc1ccccc1F
    -5 | -6 | -2 | -10 | 1 | -1 | -1 | -6 | i
37: O=C(C[C@H]1CC[C@H]2[C@@H](COC[C@H](O)CN2C(=O)c2ccccn2)O1)N1CCN(c2ccccc2)CC1
    x | x | 3 | x | 21 | x | 2 | x | i
38: COc1cc(/C=N/NC(=O)CCn2c3ccccc3c3ccccc32)cc(OC)c1OC
    -3 | -2 | -1 | -2 | 2 | 1 | 2 | 4 | i
39: Cc1cccc(-n2ccc(=O)c(C(=O)Nc3ccc(S(=O)(=O)N4CCOCC4)cc3)n2)c1
    -2 | -12 | 8 | -6 | -1 | 1 | -1 | 2 | i
40: CSc1cccc(NC(=O)CSc2ccccc2)c1
    14 | 23 | -1 | 1 | 24 | 1 | 1 | 3 | i
41: Brc1ccc(-c2nc(N/N=C/c3cccnc3)c3ccccc3n2)cc1
    1 | -4 | 0 | -1 | -10 | 0 | 10 | 30 | i
42: CSc1nc(=O)[nH]nc1Sc1ccccc1
    -18 | 3 | 4 | -3 | 2 | -1 | -18 | -3 | i
43: Cn1cnc(Sc2ncnc3nc[nH]c23)c1[N+](=O)[O-]
    3 | 35 | 20 | -1 | 1 | -3 | -7 | -7 | i
44: COc1ccccc1/C=C/C(=O)OCC(=O)NC1CCCCCCC1
    -6 | -12 | 5 | 3 | 0 | 3 | -13 | 13 | i
45: CC(=O)Nc1ccc(NC(=O)C2CC(=O)N(c3ccc(Cl)cc3)C2)cc1 (centres undefined)
    -7 | -15 | 0 | 2 | -1 | -3 | 28* | -4 | i
46: COc1ccccc1N1C(=O)CC1(C#N)c1ccc(OCc2ccccc2)cc1 (centres undefined)
    22 | -17 | -4 | -6 | 0 | 2 | -5 | 35 | i
47: O=C(CCN1C(=O)c2ccccc2C1=O)NCc1ccncc1
    10 | -7 | 3 | -1 | 8 | 0 | -5 | -6 | i
48: COc1cccc(-c2noc(Cn3nc(C)c([N+](=O)[O-])c3C)n2)c1
    4 | 24 | -3 | -1 | 12 | 5 | 1 | 18 | i
49: Cc1ccccc1OCC(=O)OC(C)CN1CCN(C)CC1 (centres undefined)
    0 | 2 | 7 | -2 | 0 | 1 | -6 | -5 | i
50: O=C(O)CSc1ncnc2nc[nH]c12
    -2 | -4 | 3 | -2 | 1 | -4 | 1 | -6 | i
51: O=C(c1ccc(Br)cc1)N1CCCC1
    0 | -14 | -6 | -9 | -20 | 1 | -167 | -4 | i
52: COc1ccc(CNC(=O)C(=O)c2cn(CC(=O)N3CCOCC3)c3ccccc23)cc1
    -5 | 4 | -1 | -3 | 5 | 0 | 10 | -8 | i
53: COc1ccc(S(=O)(=O)Nc2ccccc2C(=O)N2CCOCC2)cc1Br
    -4 | -5 | 0 | -2 | 11 | 4 | 5 | -3 | i
54: O=C(C1CCCCC1)N1CCN(C(=O)C2CCCCC2)CC1
    4 | -5 | 3 | -2 | -4 | -3 | 0 | -3 | i
55: Fc1cc(F)cc(NC(=S)N2CCN(c3ncccn3)CC2)c1
    -7 | -88 | 1 | -3 | 4 | 1 | -1 | -6 | i
56: CCc1cc(C(=O)OC)c(NC(=O)CC2Sc3ccc(C(F)(F)F)cc3NC2=O)s1 (centres undefined)
    1 | 1 | 0 | -2 | 17 | -1 | -4 | -11 | i
57: O=C(NCCCc1ccc(F)cc1)C1CCC(=O)N(CCCN2CCCC2=O)C1 (centres undefined)
    -2 | -1 | 0 | -2 | -1 | -3 | -5 | -6 | i
58: O=c1cc(CSc2ccc(Cl)cc2)nc(-c2ccncc2)[nH]1
    -2 | -5 | 0 | -7 | 11 | 6 | 7 | -2 | i
59: O=C(Nc1c(-c2ccccc2)[nH][nH]c1=O)c1cnccn1
    x | x | 0 | x | 9 | x | 14 | x | i
60: C=CCNC(=O)CN1N=C(c2ccc(C)cc2)CCC1=O
    -4 | 2 | 2 | -3 | -4 | 0 | -3 | -6 | i
61: CC(=O)c1ccc(NC(=S)N2CCCC(C(F)(F)F)C2)cc1 (centres undefined)
    1 | -27 | 7 | -3 | 1 | 1 | 15 | -2 | i
62: Cc1[nH]n(-c2ccc([N+](=O)[O-])cc2)c(=O)c1/C=N/N1CCOCC1
    -11 | -4 | 4 | -16 | 1 | 4 | -4 | -2 | i
63: Cc1onc(-c2ccccc2Cl)c1C(=O)Nc1nnc(-c2ccc(Cl)cc2Cl)s1
    -7 | 1 | 4 | 0 | -1 | -2 | 5 | 18 | i
